miR122 inh – miR-122 Renilla sensor signal increase in Huh7, primary screen, miR-122 inhibitor project, cell-based, single point, plate reader; Huh7 miR-122 Renilla luciferase sensor, 48 h; neutral wells = 0, positive control = 100; actives 0.3% (n = 340,000); activation (reporter increase), % at 12.5 µM; AID 602342, 2012;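 active = mean replicate activation score at least 90 and every replicate individually at or above 90; inconclusive = only one of the two criteria met; inactive = neither criterion met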;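 also: higher luciferase means less miR-122 activity so hits act as miR-122 inhibitors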
The depositor's hits bear a star; ? = inconclusive. Only part of the results is shown, so the mix of outcomes need not match the whole.

SMILES | miR122 inh
O=S1(=O)NC(=NC2CCCCCC2)c2ccccc21 | 7
CC1(C)Cc2c(sc3nc4n(c(=N)c23)CCC4)CO1 | -1
CCOC(=O)Cn1cc(C(=O)C2CC2)c2ccccc21 | -2
CCN1CCN(c2nc(-c3ccccc3)nc3ccccc23)CC1 | 4
Cc1cc(C)nc(SCc2nnc(SCC(=O)Nc3nccs3)n2C)n1 | 3
COc1ccc(S(=O)(=O)NCCc2csc(C)n2)cc1C | 19
CCOc1ccc(Cc2nc(C)c(CC(=O)N3CCCCC3)c(=O)[nH]2)cc1 | -1
COc1ccccc1C(=O)NC(C)c1ccccc1 (configuration not stated) | 13
Cc1cccc(C)c1Nc1nnc(SCC(=O)NC2CCS(=O)(=O)C2)s1 (configuration not stated) | -7
Cc1nc2sc3c(c2c(=O)n1/N=C/c1ccco1)CCCC3 | -10
Cc1ccc2oc(-c3ccccc3)nc2c1 | 3
O=C(CSc1nc2ccccc2c(=O)n1Cc1ccco1)c1ccccc1 | 10
COc1ccc2[nH]c(=O)c(CN(Cc3ccc4c(c3)OCO4)C(C)=O)cc2c1 | -1
CC(C)(C)NC(=O)c1cccc(NC(=O)CSc2ccccc2)c1 | 5
CCc1nc2scc(-c3ccccc3)c2c(=O)n1N | -3
O=C(NC(c1ccc(-c2ccccc2)cc1)c1cnccn1)C1CCN(Cc2cccc(C(F)(F)F)c2)CC1 (configuration not stated) | -8
C=C(C)CSc1nnc([C@H](CCSC)NC(=O)OC(C)(C)C)o1 | -1
CC(C)(C)CC(C)(C)NC(=S)Nc1ccc2nc(-c3ccccn3)c(-c3ccccn3)nc2c1 | -19
COC(=O)c1ccc(-n2c(CCC(=O)O)ccc2-c2ccccc2)cc1 | -3
COC(=O)CN1C(=O)C2(OCCCO2)c2ccccc21 | 3
O=C(c1cc(Cl)nc2ccccc12)N1CCCCC1 | -6
Cc1ccccc1OCCCC(=O)NCc1ccco1 | 3
COc1ccc(Cl)cc1C(=O)NCCN(C)C | -8
NC(=O)c1cnn(Cc2ccc(Cl)cc2)c1N | -3
Fc1ccccc1CNc1cc(Cl)cc(Cl)c1 | 5
C[n+]1c2n(c3ccccc31)N=C(c1ccc(Br)cc1)CS2 | 7
CC(C)(C)NC(=O)CCn1nc(-c2ccc(Cl)cc2)c2ccccc2c1=O | 9
COc1ccc(OCCOc2ccc(C)nc2[N+](=O)[O-])cc1 | -6
CSCCC1NC(=O)N(CC(=O)Nc2c(Cl)cc(Cl)cc2Cl)C1=O (configuration not stated) | 6
COc1ccc(Cn2c(=O)[nH]c3cc(C(=O)NCCCN4CCCC4=O)ccc3c2=O)cc1 | -2
O=C(COc1ccccc1)NNC(=O)c1cc2ccccc2o1 | -21
CC1(C)CC(=O)C(C=NCCN2CCN(C(=O)NC34CC5CC(CC(C5)C3)C4)CC2)=C(O)C1 | 2
NC(=O)CSc1nc2ccccc2n1Cc1ccccc1F | 5
CC(C)(C)C(=O)Nc1nnc(Cc2ccccc2)s1 | -2
Cc1cc(/C=C2\SC(=S)NC2=O)c(C)n1C1CC1 | -5
CC(C)CC(=O)Nc1cc2nn(-c3ccccc3)nc2cc1Cl | 2
COC(=O)c1ccc(C2c3c(oc4ccc(F)cc4c3=O)C(=O)N2CCO)cc1 (configuration not stated) | -4
O=C(O)c1cc2cccc(S(=O)(=O)N3CCOCC3)c2cc1O | -11
CCC(C)N1C(=O)CCC1C(=O)O (configuration not stated) | -5
Cc1cc(C(=O)N2CCN(c3ccccc3)CC2)c(C)o1 | -2
Cc1cc(C)n(C(=O)COc2ccc([N+](=O)[O-])cc2)n1 | -6
C=CCNCCCCOc1ccccc1 | -6
Cc1cc2cc3c(cc2nc1SCC(=O)OC(C)C)OCCO3 | -5
CS(=O)(=O)N1CCN(Cc2ccccc2C(F)(F)F)CC1 | -2
C=CCn1c(NCc2ccc3c(c2)OCO3)nc2ccccc21 | -3
CCC1C/C(=C/c2cccs2)C(=O)/C(=C/c2cccs2)C1 (configuration not stated) | 0
O=C(Cc1cccs1)Nc1ccc(S(=O)(=O)Nc2ncccn2)cc1 | 1
COc1cc(-c2cc(-c3ccccc3)nc(SCC(=O)Nc3nccs3)c2C#N)cc(OC)c1OC | -5

Part of the list above in order of molar mass, highest first:
SMILES | miR122 inh
COc1cc(-c2cc(-c3ccccc3)nc(SCC(=O)Nc3nccs3)c2C#N)cc(OC)c1OC | -5
CC1(C)CC(=O)C(C=NCCN2CCN(C(=O)NC34CC5CC(CC(C5)C3)C4)CC2)=C(O)C1 | 2
COc1ccc(Cn2c(=O)[nH]c3cc(C(=O)NCCCN4CCCC4=O)ccc3c2=O)cc1 | -2
COC(=O)c1ccc(C2c3c(oc4ccc(F)cc4c3=O)C(=O)N2CCO)cc1 (configuration not stated) | -4
O=C(Cc1cccs1)Nc1ccc(S(=O)(=O)Nc2ncccn2)cc1 | 1
O=C(O)c1cc2cccc(S(=O)(=O)N3CCOCC3)c2cc1O | -11
Cc1cc2cc3c(cc2nc1SCC(=O)OC(C)C)OCCO3 | -5
CC(C)CC(=O)Nc1cc2nn(-c3ccccc3)nc2cc1Cl | 2
NC(=O)CSc1nc2ccccc2n1Cc1ccccc1F | 5
CCC1C/C(=C/c2cccs2)C(=O)/C(=C/c2cccs2)C1 (configuration not stated) | 0
O=C(COc1ccccc1)NNC(=O)c1cc2ccccc2o1 | -21
Cc1cc(C(=O)N2CCN(c3ccccc3)CC2)c(C)o1 | -2
Cc1cc(/C=C2\SC(=S)NC2=O)c(C)n1C1CC1 | -5
CC(C)(C)C(=O)Nc1nnc(Cc2ccccc2)s1 | -2
C=CCNCCCCOc1ccccc1 | -6
CCC(C)N1C(=O)CCC1C(=O)O (configuration not stated) | -5

The results go on.
SMILES | miR122 inh
CCC(C)[C@H](NC(=O)Nc1ccc(Oc2ccccc2)cc1)C(=O)O (some centres not stated) | -4
COCCN(C(=O)COc1ccc(Cl)cc1)c1nnc(-c2cccnc2)s1 | 1
O=C(Nc1ccc(N2CCOCC2)c(Cl)c1)c1cccc(F)c1 | -4
COCC(C)n1c(C)cc(C(=O)COC(=O)c2oc3ccccc3c2C)c1C (configuration not stated) | -4
COc1cc(C2C(C(=O)OCCC#N)=C(C)NC3=C2S(=O)(=O)c2ccccc23)cc(OC)c1OC (configuration not stated) | 47
O=C1C(c2ccc(F)cc2)N(Cc2ccc3c(c2)OCO3)C(=O)CN1C1CCCCCC1 (configuration not stated) | 14
Cc1c(C#N)c2ncn(Cc3ccccn3)c(=O)c2n1-c1ccccc1 | -5
CC(C)CCn1c(=O)c2ccccc2c2ccccc2c1=O | -4
CC(C)(C)c1ccccc1OCCCCN1CCCC1 | 10
CCOC(=O)c1c(N2CCCCC2)c2ccccc2[nH]c1=O | -7
O=C(Nc1ccon1)c1cccc(Cl)c1 | -7
Cc1c(/C=N/NC(=O)c2cc(=O)[nH]c(=O)[nH]2)c2ccccn2c1C(=O)c1ccccc1 | -6
O=C1NC(c2ccc(Br)cc2)=N/C1=C/c1ccco1 | -2
C=CCNC(=O)C1CCN(S(=O)(=O)c2ccccc2)CC1 | -9
CC(=O)c1c(C)c2c(n1CCN(C)C)CCCC2 | 2
COc1cc(CNCCN2CCOCC2)ccc1OCc1ccccc1Cl | -2
O=C(Cn1cnc2sc(-c3ccccc3)cc2c1=O)NCc1ccco1 | 55
Cc1cc(C)nc(N/N=C/C2=C(N3CCOCC3)C(=C/c3ccccc3)/CC2)n1 | -3
CC(Oc1ccc(Cl)cc1Cl)C(=O)Nc1ccc2oc(-c3ccncc3)nc2c1 (configuration not stated) | -6
CNC(=O)N(c1ccccc1)c1ccccc1 | 1
Cn1c(=O)n(C)c2cc([N+](=O)[O-])c(N3CCN(C(=O)c4ccccc4)CC3)cc21 | -7
Cc1cc(C)c(S(=O)(=O)c2ccccc2)c(OC(=O)c2cc(F)c(F)cc2Cl)n1 | 2
CS(=O)(=O)N(CC(=O)NCC1CCCO1)c1ccc(F)c(Cl)c1 (configuration not stated) | -1
Cc1ccccc1NC(=O)CCC(=O)N/N=C/c1cc([N+](=O)[O-])ccc1O | -5
O=C1CCC(C(=O)N(Cc2ccco2)C2(C(=O)NC3CCCC3)CCCCC2)N1 (configuration not stated) | 6
CC(C)C(=O)OCCN=C1NS(=O)(=O)c2ccccc21 | 11
COc1ccc(NC(=O)N2CCC(c3nc(-c4cccs4)no3)CC2)cc1 | 1
CCCCOC(=O)c1cc(-c2ccc(/C=N/n3cnnc3)o2)ccc1Cl | -7
O=C(O)c1ncc(-c2ccccc2)cn1 | -2
Cc1ccc(-n2c(C)cc3c2CCCC3=O)cc1 | -10
COc1ccc(-c2ccc(C#N)c(SCC(=O)Nc3sc4c(c3C#N)CCC4)n2)cc1 | 5
O=C(Cn1cnc2sc(-c3ccccc3)cc2c1=O)N1CCOCC1 | -1
Fc1ccc(NCc2nnc(SCc3nnc(-c4ccccc4)o3)n2Cc2ccccc2)cc1 | 9
Cc1cc(Cl)c(S(=O)(=O)N/N=C/c2ccc3c(c2)OCO3)c(Cl)c1 | 16
CCOC(=O)CSc1nnc(CNC(=O)c2ccccc2OC)n1-c1ccc(OC)cc1 | -3
CCC(=O)c1ccc(OCC(O)CN(C)C2CCCCC2)cc1 (configuration not stated) | 4

Two entries drawn at random from those above:
SMILES | miR122 inh
O=C(O)c1ncc(-c2ccccc2)cn1 | -2
Fc1ccc(NCc2nnc(SCc3nnc(-c4ccccc4)o3)n2Cc2ccccc2)cc1 | 9

(next part)
SMILES | miR122 inh
Fc1ccc(Cn2nnnc2C(c2ccc(Cl)cc2)N2CCSCC2)cc1 (configuration not stated) | 14
c1ccc(-c2csc3ncnc(-n4cnc5ccccc54)c23)cc1 | -5
CCc1ccc2c(c1)CCCN2C(=O)c1ccccc1C(=O)O | 3
CC(C)C(=O)Nc1cccc(-c2cn3ccccc3n2)c1 | -4
O=C(COC(=O)c1cccs1)c1ccc2ccccc2c1 | -10
O=C(CCN1CCN(c2ccc(F)cc2)CC1)Nc1ccccc1F | -5
Cc1noc(C)c1C(=O)Nc1ccccn1 | -6
c1ccc(CCc2nn3c(C4COc5ccccc5O4)nnc3s2)cc1 (configuration not stated) | -4
CCOc1cc(S(=O)(=O)NCCN2CCOCC2)c(C)cc1C | ?
Cc1ccc(C)c(-n2nnnc2SCC(=O)Nc2c(C)n(C)n(-c3ccccc3)c2=O)c1 | -9
COc1cc2c(cc1O)CC[C@@H]1[C@@H]2CC[C@]2(C)[C@@H](O)CC[C@@H]12 | 15
CN(C)S(=O)(=O)Nc1ccccc1C(N)=O | 2
COc1ccccc1-c1noc(CCC(=O)Nc2cccc(C(F)(F)F)c2)n1 | 1
COc1cc(C(=O)NCc2cccc3ccccc23)cc(Cl)c1OC | 17
O=C(Oc1cccc(Oc2ccccc2)c1)N1CCOCC1 | 4
CCn1c(=O)n(CC(=O)NCc2ccccc2OC)c(=O)c2ccccc21 | -1
COCCCNc1nc2c(c(=O)[nH]c(=O)n2C)n1CCCc1ccccc1 | -6
COc1cccc(C(=O)N(CN2CCCC2=O)c2ccccc2OC)c1 | 7
O=C(NCCC1=CCCCC1)C1CCN(C(=O)Nc2ccccc2)CC1 | 1
CCC(=O)/C=C1/Sc2ccccc2N1CC | -1
O=C(NC1CCCC1)C(c1ccco1)N(Cc1ccccc1)C(=O)c1csnn1 (configuration not stated) | 9
COc1ccc2c(CC(=O)Nc3c(C)n(C)n(-c4ccccc4)c3=O)coc2c1 | -7
Cc1cc(Br)ccc1NC(=O)CN1C(=O)CCC1=O | -1
Cc1csc(C2=C(O)CN(c3ccc4c(c3)OCCOCCOCCOCCO4)C2=N)n1 | 17
Cc1ccc(CNC(=O)CSc2c3c(nc4cc(Cl)ccc24)CCCC3)o1 | 7
CC(C)=CCc1c(C)nc2ccccc2c1C(=O)O | -4
Brc1ccc2c(c1)CNc1c(ncnc1N1CCOCC1)O2 | 0
Cc1ccc(C2=CSC3=NCCN23)c(C)c1 | 3
C=C(C)Cn1c(CCNC(=O)C(C)(C)C)nc2ccccc21 | -2
O=C(Cn1c(-c2cscn2)nc2ccccc21)Nc1ccc(Cl)cc1 | -5
Cc1sc2ncnc(N3CCN(S(=O)(=O)c4ccccc4)CC3)c2c1C | -3
Fc1ccc(-c2csc(N3CCC(c4ccccc4)C3)n2)cc1 (configuration not stated) | -3
CC1CCCC(NC(=O)COC(=O)c2ccc(N(C)C)cc2)C1C (configuration not stated) | -9
O=C(CCNS(=O)(=O)c1ccc(Cl)cc1)N1CCN(Cc2ccccc2)CC1 | -2
CCCc1cc(=O)oc2c(CN3CCCC3)c(O)ccc12 | -2
O=S(=O)(Nc1ccncc1)c1ccccc1 | -6
Nc1nnc(-c2ccc(F)cc2)s1 | -4
OCCN(CCO)c1ccc(C(c2ccccc2Cl)c2ccc(N(CCO)CCO)cc2Cl)c(Cl)c1 | -9
CC1(C)CC(=O)C2=C(C1)N(CCN1CCOCC1)C1=C(C(=O)CC(C)(C)C1)C2c1cccc(F)c1 | 7
CC(C)(C)SCCNC(=O)CSc1ccccc1 | -6
O=[N+]([O-])c1ccc(NC(=S)NCCc2ccc(Cl)cc2)cc1 | 52
Cc1cc(NCC2CCCO2)n2c(nc3ccccc32)c1C#N (configuration not stated) | -5
N#Cc1sc2nc(C3CC3)cc(-c3ccc(Cl)cc3)c2c1N | 0
Cc1cc(C)n2nc(C(=O)OCCOc3ccc(F)cc3)nc2n1 | 3
CCn1cc(C(=O)OCC(=O)c2cc(C)n(-c3cccc(C(F)(F)F)c3)c2C)c(=O)c2ccc(C)nc21 | -1
Cc1cccc(N2CCN(C(=O)C3CCN(S(=O)(=O)c4cnc[nH]4)CC3)CC2)c1C | 10
O=C(NC1CC2CCCC(C1)N2S(=O)(=O)c1ccccc1)c1ccco1 (configuration not stated) | -4
CCCCCCc1c(O)c2ccccc2[nH]c1=O | 6
COc1ccccc1NC(=O)Cc1noc(CSc2nnc(C)s2)n1 | 0
CCCCOc1ccc(S(=O)(=O)Nc2cccnc2)cc1 | -1
Cc1cc2ncn(CC(O)COc3cccc(C(=O)O)c3)c2cc1C (configuration not stated) | 4
CC(C)NC(=O)CSc1nc(Cc2cccs2)nc2ccccc12 | 3
COc1ccc(-c2ccc(/C=C3\C(=O)N(c4ccccc4)N=C3c3ccccc3)o2)c([N+](=O)[O-])c1 | 2
COc1ccc(NC(=O)CSc2nc(NS(=O)(=O)c3ccc(C)cc3)cc(=O)[nH]2)cc1 | 2
O=C(Nc1ccc(Cl)cc1C(=O)Nc1ccc(Br)cn1)c1ccco1 | 23
